# M17LAP inhibition – P. falciparum M17LAP inhibitors, primary screen, biochemical, fluorogenic H-Leu-NHMec substrate, 1536-well (AID 1619). 0.38% of 220,000 active. recombinant M17LAP, H-Leu-NHMec fluorogenic kinetic assay; higher % means a stronger effect. one-dose inhibition, % at 30 µM; IC50 in µM for titrated hits;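 active means compound inhibiting the enzyme by more than half at any dose during confirmatory dose-response retesting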;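 further: plate controls were full reaction with DMSO carrier for no effect and no enzyme background for full effect; strong numbers were not always called active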
# Dynein cargo inh – blocks dynein driven cargo transport along microtubules. 3617.4 mouse cells, GR-EGFP nuclear translocation imaging; test concentration mostly 20 µM; stimulated with dexamethasone, 1 µM; active compounds read low. z-score, hits read low. 0.47% of 220,000 active;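 active means plate z-score of nuclear minus cytoplasmic receptor signal below a set negative limit, without overly bright fluorescence or cell loss, cut at about -3.5 in these data, passing the limit was not always enough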;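 further: z-score of nuclear minus cytoplasmic ring GR-EGFP intensity difference per well; some compounds called inactive have numbers as strong as hits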
#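 Also added – dexamethasone, 1.0 µM final · Buffer or medium – tet-free, stripped-serum medium · Schedule – induction 48 h, compound 1 h, agonist 30 min · Detection – formaldehyde fixation, Hoechst nuclear stain, 10x automated fluorescence imaging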
# Autophagy mod – alters autophagy in cells; MEF GFP-LC3 puncta imaging; test concentration mostly 10 µM; calls only at 10 µM (by protocol); 0.98% of 190,000 active;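 active means percentage of spot-positive cells more than 3 SD above its plate mean, without a fluorescence outlier flag or 80% toxicity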;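 further: spot-positive cell cutoff set from DMSO-treated cells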
# MT stabilize HCS – microtubule stabilizers in HeLa cells. % tubulin-high responders, % at 10 µM. AID 2205. HeLa tubulin immunostaining HCS, 24 h; share of cells brighter than vehicle mean+2SD. 0.83% of 200,000 active;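 active means plate Z-score above 3 for both tubulin-high and condensed-nucleus cell shares, with cell loss under 80%, at 10 µM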;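 further: anti alpha tubulin signal scored within the nucleus-defined area of each cell; some results filed as inactive read as strong as hits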
# ER stress rescue – protection against thapsigargin-triggered cell killing – 384-well, CSM14.1, ATP luminescence, primary screen (AID 1222); CSM14.1 thapsigargin-induced death rescue, ATP luminescence; higher % means a stronger effect; 190,000 tested, under 10 active; cellular ATP content (survival), % at 20 µM, or EC50 in µM where a hit was titrated;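 active means EC50 below 50 µM in the dose-response confirmation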;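 further: death triggered by thapsigargin at about 15 µM added after 2 h compound pretreatment; cell ATP read after overnight thapsigargin exposure of roughly 18 to 22 hours; normalized against plate controls of thapsigargin alone and 5% DMSO vehicle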
# b-catenin transl – alters nuclear translocation of beta-catenin in HeLa cells. immunofluorescence imaging. nuclear translocation activity, % at 5 µM. 0.3% of 190,000 active. AID 1665;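 active means nuclear translocation activity above 50% at 5 µM, with a well cell count of 50 or more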;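 further: per-cell ratio of nuclear to cytoplasmic median beta-catenin stain intensity; plate controls were DMSO negative control for no effect and GSK-3 inhibitor IX positive control for full effect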
#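 test system = HeLa cells, endogenous beta-catenin | dosing = single 5 µM dose plus 0.02–20 µM confirmation series | times = compound treatment 24 h, 37°C, 5% CO2 | technique = beta-catenin immunofluorescence imaging with DAPI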
# Insulin prom up – MIN6 insulin promoter up-regulation; MIN6 insulin promoter-GFP reporter, high-content imaging; active compounds read high; z-score at 5 µM; 0.3% of 190,000 active; AID 1625;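 active means z-score above 3 at 5 µM with at least 500 cells counted in the well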
# K1F lysis inhibition – inhibition of K1F phage lysis, E. coli UTI89, bacterial capsule biogenesis inhibitors, alamar blue (AID 488966); 0.02% of 340,000 active; E. coli UTI89 K1F phage lysis, alamar blue, 2 h; higher % means a stronger effect; inhibition, % at 100 µM; hits with a dose series show IC50 in µM;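 active means phage lysis inhibition, versus mean bacterial control, above a set limit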;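 further: capsule biogenesis inhibitors block K1F phage lysis so surviving cells raise fluorescence; higher fluorescence means more inhibition of phage lysis; actives were called in the ten point dose series up to 300 µM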
# P. falciparum M1AAP – P. falciparum M1AAP inhibitors, biochemical, fluorogenic H-Leu-NHMec substrate, 1536-well (AID 1445). recombinant M1AAP, H-Leu-NHMec fluorogenic kinetic assay; higher % means a stronger effect. inhibition, % at 30 µM, or IC50 in µM where a hit was titrated. 0.42% of 220,000 active;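 active means primary inhibition above the hit cutoff, then over 50% inhibition at one or more dose response concentrations, cut at about 23% in these data, passing the limit was not always enough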;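 further: plate controls were DMSO full reaction for no effect and no enzyme background for full effect; strong numbers were not always called active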
# Dynein cargo inh cytoplasmic EGFP – recorded beside Dynein cargo inh, whose call it bears; z-score; measured here: cytoplasmic GR-EGFP intensity; active compounds read high
# Dynein cargo inh nuclear GR-EGFP – also measured in Dynein cargo inh; calls as there; z-score; measured here: nuclear GR-EGFP intensity;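 lower value marks the stronger effect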
# Dynein cargo inh cell count – second read-out of Dynein cargo inh, no call of its own (marks repeat the call); z-score; measured here: cell count per field
# Insulin prom up cell count – second read-out of Insulin prom up, no call of its own (marks repeat the call); cell count; measured here: cytotoxicity, nuclei count;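 total cells summed across four imaged fields per well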
# b-catenin transl cell count 5 µM – recorded beside b-catenin transl, whose call it bears; cell count; measured here: cell count, cytotoxicity flag
# MT stabilize HCS Hoechst-high % – recorded beside MT stabilize HCS, whose call it bears; % Hoechst-high responders; measured here: nuclear condensation Hoechst responders;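 share of cells brighter than vehicle mean plus two SD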
# MT stabilize HCS cytotoxicity % – further read-out of MT stabilize HCS, marked with its call; toxicity, %; measured here: cytotoxicity by cell density;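 0% = mean cell density of plate MIN control wells and 100% = no cells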
# Autophagy mod cell loss 18 h – further read-out of Autophagy mod, marked with its call; toxicity, %; measured here: cell loss, nuclei count;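 cell loss after 18 h compound exposure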
# Starred values were filed as active, the others as inactive; i = inactive; / = no result given; [ ] = remark or other dose.
SMILES,M17LAP inhibition,Dynein cargo inh,Dynein cargo inh cytoplasmic EGFP,Dynein cargo inh nuclear GR-EGFP,Dynein cargo inh cell count,Autophagy mod,Autophagy mod cell loss 18 h,MT stabilize HCS,MT stabilize HCS Hoechst-high %,MT stabilize HCS cytotoxicity %,ER stress rescue,b-catenin transl,b-catenin transl cell count 5 µM,Insulin prom up,Insulin prom up cell count,K1F lysis inhibition,P. falciparum M1AAP
C/C(=N\NC(=O)c1c[nH]c2ccccc12)c1ccco1,33.7%,-0.777,-0.123,-0.181,0.774,i,29.9,1.5,0.6,8.2,-2.3%,/,/,0.69,872,0.6%,14.4%
Cc1nc2ccc(S(=O)(=O)NCC(=O)N3CCC(N4CCCCC4)CC3)cc2s1,-0.3%,-0.335,-0.177,-0.229,0.0201,i,5.8,2.6,2.4,11.4,-0.6%,-3.1,957,0.1,1442,-0.5%,-1.0%
CCCN1Cc2cccc(C(=O)N3CCN(c4cc(Cl)ccc4C)CC3)c2C1=O,8.7%,-0.615,-0.257,-0.205,-0.109,i,-1.8,2.0,3.4,6.8,0.0%,/,/,0.06,766,-0.2%,6.3%
NC(=O)c1cc(N=Nc2c(N)[nH]n(-c3c(Cl)cc(Cl)cc3Cl)c2=O)ccc1Cl,1.2%,-0.512,-0.0667,-0.258,0.901,i,5.1,5.6,1.9,7.2,-0.3%,-0.1,1541,0.15,1416,1.4%,11.4%
Cn1c(=O)n(C)c2cc(/C=C(/C#N)C(=O)NCc3ccco3)ccc21,/,-0.383,0.241,0.309,-0.064,i,-3.3,2.8,2.1,12.2,-0.4%,2.1,1029,-0.21,1495,0.8%,/
CC(=O)C1C(c2ccco2)c2c(noc2C)CC1(C)O (stereo unspecified),10.5%,-0.582,0.0589,0.0191,0.583,i,1.7,1.3,0.8,5.7,4.4%,-0.4,1217,-0.12,1352,0.3%,4.2%
CC(=O)[C@H]1CC[C@H]2[C@@H]3CCC4=CC(=O)CC[C@]4(C)[C@H]3[C@H](O)C[C@]12C,18.9%,-0.196,-0.288,0.388,0.439,i,40.1,2.6,1.0,3.6,-3.0%,/,/,/,/,2.8%,3.2%
CSc1nnc(NC(=O)C2CCCCC2)s1,0.5%,-0.723,-0.155,-0.273,-0.35,i,6.4,2.4,2.0,11.2,-4.1%,-0.4,1123,-0.29,1968,-1.4%,-4.8%
COc1cccc(CN2CCN(C3CCN(c4cccc(C)c4C)CC3)CC2CCO)c1 (stereo unspecified),5.6%,-0.287,-0.135,-0.0552,-0.298,i,-2.7,1.9,1.0,6.5,-0.6%,1.2,1601,-8.37,607,0.8%,3.3%
Cc1ccc(NC(=O)OCCN2CCN(S(=O)(=O)c3ccc(C)cc3)CCC2=O)cc1,5.8%,0.965,-0.289,0.77,-0.16,i,-1.5,4.3,3.9,7.4,10.4%,/,/,-0.34,1306,0.7%,7.3%
O=C(Nc1ccc(CN2CCOCC2)cc1)c1cccs1,11.0%,-0.276,0.0437,-0.258,0.874,i,11.3,4.6,2.0,6.4,2.3%,/,/,0.57,1221,1.3%,-4.0%
COc1ccc(OC)c(/C=N/NC(=O)c2cc[n+](CC(=O)c3ccccc3)cc2)c1,18.1%,-0.695,-0.222,-0.121,0.607,i,-6.8,1.3,1.3,8.0,0.2%,/,/,-0.28,945,6.4%,11.8%
O=C(NCCc1ccccc1)C1CCCN1C(=O)Nc1ccc(F)cc1 (stereo unspecified),6.1%,-0.316,-0.155,0.0887,0.15,i,8.9,4.2,3.1,11.9,3.2%,-4.1,823,0.57,1145,0.7%,-2.4%
COc1cccc(-n2nnnc2SCC(=O)Nc2cccc(NC(C)=O)c2)c1,-4.1%,-0.593,-0.382,0.00738,0.233,i,-41.7,4.9,3.5,6.1,-2.8%,-4.5,843,0.1,1217,2.5%,1.6%
CCC1Oc2ccccc2N(CC(=O)NCCCN2CCC(C)CC2)C1=O (stereo unspecified),-6.0%,0.519,-0.14,0.555,-0.0127,i,13.6,3.4,2.2,4.4,/,-2.0,1078,0.04,1143,5.1%,7.5%
O=C1OCc2ccc(NC(=O)C3CCCCC3)cc21,15.0%,-1.29,-0.204,-0.406,0.898,i,-20.3,3.1,1.4,5.7,-1.5%,0.9,1140,0.56,787,2.7%,-0.7%
O=C(Nc1ccc(C(F)(F)F)cc1)c1cc(S(=O)(=O)NCC2COc3ccccc3O2)ccc1F (stereo unspecified),13.0%,-0.285,-0.209,0.0228,0.0529,i,-0.9,1.7,1.4,14.2,-1.7%,-1.0,1069,0.43,1514,-2.4%[50 µM],9.0%
O=S1(=O)N=C(Oc2cccc3ccccc23)c2ccccc21,-8.0%,-0.752,-0.187,-0.611,0.598,i,36.3,3.9,1.9,10.4,-1.1%,2.0,1371,0.28,1151,0.2%,0.8%
CCOC(=O)C1=C(C)NC(=O)NC1c1ccc(-c2ccc(Cl)cc2)o1 (stereo unspecified),0.9%,0.643,-0.225,-0.0789,-0.118,i,28.2,1.9,2.0,7.8,2.5%,0.4,1545,-0.51,1524,1.0%,7.0%
Cc1oc(S(=O)(=O)N2CCCCC2)cc1NC(=O)Nc1ccc(F)cc1,9.9%,0.485,0.0586,0.285,0.443,/,/,/,/,/,/,0.2,1277,0.31,1037,0.3%,9.6%
CC(C)CNC(=S)NC(=O)c1ccc(Cl)cc1,-7.1%,-0.297,-0.0964,-0.377,0.721,i,-7.4,3.0,2.7,7.2,5.7%,-1.8,534,0.37,1210,3.6%,3.0%
CCOC(=O)C1(Cc2cccc(F)c2)CCN(C(=O)COC)CC1,2.1%,0.327,-0.219,0.617,-0.176,/,/,/,/,/,/,-1.3,1313,-0.3,1048,0.1%,-0.2%
COc1ccccc1N1CCN(S(=O)(=O)c2cccs2)CC1,3.3%,0.181,0.0318,0.458,-0.648,i,-10.5,2.3,3.3,6.1,0.4%,-3.8,1281,-0.07,1073,-0.8%,-2.3%
Cc1ccc(C)c(-n2c(-c3ccncc3)n[nH]c2=S)c1,18.6%,0.417,-0.19,0.642,0.865,/,/,/,/,/,/,0.4,1316,/,/,0.2%,1.4%
O=C(/C=C/Nc1cccc(C(F)(F)F)c1)c1ccc(Oc2ncccn2)cc1,27.6%,-0.241,-0.201,-0.23,0.231,i,2.2,1.0,1.2,4.6,-0.4%,3.0,1397,-0.5,873,-0.2%,9.5%
CCOC(=O)c1ccc(NC(=O)c2nc[nH]c2C(=O)N[C@@H](CC(C)C)C(=O)OCc2ccccc2)cc1,5.6%,0.317,-0.851,0.0843,0.375,/,/,/,/,/,/,0.3,1422,0.76,919,0.2%,-4.2%
CCOC(=O)CNc1ccc2c(c1)OCO2,-9.8%,0.355,-0.272,0.386,0.591,i,-11.7,2.5,0.8,21.7,/,/,/,-0.55,1031,0.2%,-0.1%
Cc1ccc(NC(=S)NN2CCN(C)CC2)cc1,-8.7%,-0.571,-0.275,-0.416,0.735,i,-17.6,3.5,3.8,7.5,-0.6%,-1.7,935,0.38,1397,0.5%[50 µM],3.6%
O=C(Cn1ncc(N2CCCC2)c(Br)c1=O)c1ccc(Cl)cc1,-1.4%,0.102,-0.254,0.173,0.392,i,20.9,2.2,2.3,0.6,2.8%,-2.3,950,-0.36,1425,-0.2%,12.2%
COCCNCCCOc1ccc(C)cc1Br,13.3%,-0.295,-0.34,0.0236,1.08,i,2.3,1.9,0.4,4.1,-2.5%,0.5,1044,0.46,1402,0.2%,-8.7%
COC(=O)c1ccc(CSc2nc3ccccc3c(=O)n2-c2ccc(OC)c(OC)c2)o1,-12.0%,0.83,-0.21,0.227,-0.457,i,7.5,2.3,0.8,5.7,3.1%,-7.0,1276,-0.31,1365,0.2%,7.7%
CSc1nsc(SCC(=O)Nc2ccc(OC(C)=O)cc2)n1,9.4%,0.672,-0.35,0.796,0.288,i,9.2,3.0,3.0,4.2,-0.6%,-6.7,1064,0.96,1653,0.1%,11.1%
COc1ccc(-c2ccc(-c3nnc(Cc4ccc(OC)c(OC)c4)o3)cc2)cc1,9.1%,1.92,-0.189,1.06,-0.787,i,-7.2,1.6,3.4,10.0,2.0%,-1.1,910,-4.88,892,0.7%,3.0%
CC(=O)OCC(=O)c1c[nH]c2ccccc12,4.1%,0.285,-0.164,0.176,-0.609,i,-7.5,3.1,1.1,9.6,-3.1%,-0.2,1098,1.95,1430,1.7%,-2.9%
Fc1ccc(Cn2cc(C(=S)N3CCOCC3)c3ccccc32)cc1,-8.4%,-1.32,-0.257,-0.285,1.3,/,/,/,/,/,/,-0.5,1385,-0.43,1008,0.0%,7.9%

# Whole records, quoted from the list. Order of screens: M17LAP inhibition	Dynein cargo inh	Dynein cargo inh cytoplasmic EGFP	Dynein cargo inh nuclear GR-EGFP	Dynein cargo inh cell count	Autophagy mod	Autophagy mod cell loss 18 h	MT stabilize HCS	MT stabilize HCS Hoechst-high %	MT stabilize HCS cytotoxicity %	ER stress rescue	b-catenin transl	b-catenin transl cell count 5 µM	Insulin prom up	Insulin prom up cell count	K1F lysis inhibition	P. falciparum M1AAP
# Results for O=C(/C=C/Nc1cccc(C(F)(F)F)c1)c1ccc(Oc2ncccn2)cc1 = 27.6%	-0.241	-0.201	-0.23	0.231	i	2.2	1.0	1.2	4.6	-0.4%	3.0	1397	-0.5	873	-0.2%	9.5%
# Results for COc1ccc(-c2ccc(-c3nnc(Cc4ccc(OC)c(OC)c4)o3)cc2)cc1 = 9.1%	1.92	-0.189	1.06	-0.787	i	-7.2	1.6	3.4	10.0	2.0%	-1.1	910	-4.88	892	0.7%	3.0%
